Compound activity from PubChem BioAssay.
Vif-APOBEC3F blk: qHTS for Inhibitors of Vif-A3F Interactions: qHTS; HeLa A3F-eYFP + Vif (tagged APOBEC3F with the HIV-1 protein that degrades it), YFP fluorescence increase; Potency, µM (doses to about 46.1 µM), without a hit: top-dose activity, negative = active; hit rate 0.2% among 390,000; note: potency is the fitted concentration of half-maximal effect; % of control where 0% means no effect; nearly all actives have a fitted effect of over 65% in size
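HeLa cells stably expressing Vif plus C-terminally eYFP-tagged A3F were seeded, incubated overnight at 37 deg C, dosed with compound, incubated overnight again at 37 deg C. Yellow fluorescence (Ex 488/Em 500-530) reported blocked Vif-mediated A3F-eYFP degradation.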
D2 potentiator: HTS Assay for Positive Allosteric Modulators of the Human D2 Dopamine Receptor: Primary Screen for Potentiators | D(2) dopamine receptor (Homo sapiens), P14416 | AID 485347, 2010 | hit rate 0.34% among 340,000 | HEK293 T-REx D2, calcium flux, EC20 dopamine potentiation | potentiation, % at 10 µM;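 active = potentiation over 3 SD above the plate norm, cut at about 30% in these data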; note: 0% is about no effect
Target sequence (P14416 whole entry, looked up): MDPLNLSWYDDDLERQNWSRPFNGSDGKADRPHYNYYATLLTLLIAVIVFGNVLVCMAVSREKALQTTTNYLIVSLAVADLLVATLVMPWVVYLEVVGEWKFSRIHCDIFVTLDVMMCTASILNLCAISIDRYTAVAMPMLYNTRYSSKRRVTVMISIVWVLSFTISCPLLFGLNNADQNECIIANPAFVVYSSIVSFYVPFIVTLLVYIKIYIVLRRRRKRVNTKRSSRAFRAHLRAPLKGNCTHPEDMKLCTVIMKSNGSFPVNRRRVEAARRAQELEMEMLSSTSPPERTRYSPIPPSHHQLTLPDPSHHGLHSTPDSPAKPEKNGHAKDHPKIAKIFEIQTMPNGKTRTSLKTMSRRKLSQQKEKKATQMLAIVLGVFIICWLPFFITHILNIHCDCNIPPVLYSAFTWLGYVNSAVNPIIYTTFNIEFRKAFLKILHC
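Cells plated with tetracycline inducer and held overnight at 30 C; calcium dye loaded 30–90 min at room temperature; baseline taken, compound added and read 180 s; EC20 dopamine then added and read 180 s.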
Vif-A3G inh: qHTS for Inhibitors of Vif-A3G Interactions: qHTS; DNA dC->dU-editing enzyme APOBEC-3G (Homo sapiens), Q9HC16; HeLa A3G-eYFP + Vif (tagged APOBEC3G with the HIV-1 protein that degrades it), YFP fluorescence, overnight; Potency, µM (titrated, usually from 46.1 µM), inactives show at the top dose activity, negative = active, hits mostly inhibitors; hit rate 0.076% among 410,000; AID 602310, 2012;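 note: potency is the fitted concentration of half-maximal effect; % is set by controls: 0 for no effect and ±100 for the full control effect; nearly all actives have a fitted effect of over 60% in size; hits raise eYFP signal because A3G escapes Vif-driven loss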
Target sequence (Q9HC16 whole entry, looked up): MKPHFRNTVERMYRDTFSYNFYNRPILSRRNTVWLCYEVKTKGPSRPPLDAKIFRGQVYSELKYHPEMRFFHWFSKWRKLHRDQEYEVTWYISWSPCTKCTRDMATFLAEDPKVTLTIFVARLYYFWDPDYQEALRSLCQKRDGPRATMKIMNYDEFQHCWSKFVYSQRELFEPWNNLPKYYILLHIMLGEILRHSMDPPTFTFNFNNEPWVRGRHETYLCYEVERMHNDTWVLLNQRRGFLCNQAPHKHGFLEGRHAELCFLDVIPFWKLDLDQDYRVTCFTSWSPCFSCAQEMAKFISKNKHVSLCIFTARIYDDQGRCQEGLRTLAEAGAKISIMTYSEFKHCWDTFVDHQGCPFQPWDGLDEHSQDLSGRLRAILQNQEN
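Read-out is eYFP fluorescence (Ex 488/Em 500-530) from Vif-expressing HeLa A3G-eYFP cells; more signal means A3G escaped Vif-mediated degradation. Cells plated overnight, compound pinned in, incubated overnight at 37 deg C.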
GRP78 ERSR act: qHTS for Inducers of the Endoplasmic Reticulum Stress Response (ERSR) in Human Glioma: qHTS; Potency, µM, for inactives: at the top dose activation, actives largely listed as activators; U87-MG GRP78 promoter luciferase reporter, 16 h; hit rate 0.02% among 420,000; note: potency is the fitted concentration of half-maximal effect; series mostly up to about 76 µM; % of control where 0% means no effect; nearly all actives have a fitted effect of over 35% in size
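Stably transfected U87-MG human glioma cells carrying a GRP78-based luminescent sensor were seeded at 1000 cells/well, pin-dosed with compounds and incubated 16 h. Luciferase reagent was then added, and end-point luminescence was read after 10 min at room temperature.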
D1 antagonist: Antagonist of Human D 1 Dopamine Receptor: qHTS; activity change, negative = inhibition, % at 10 µM; HEK293 TREx D1 cells, calcium flux, dopamine EC80; active compounds read low; hit rate 3.2% among 360,000; in the data active = activity change below about -30%; note: % is set by controls: 0 for no effect and ±100 for the full control effect
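Calcium flux readout: force-coupled, inducible Hek293 Trex D1 line, cells induced overnight at 30 C with tetracycline, dye-loaded 30–90 min at RT. Antagonism scored against EC80 dopamine challenge given 180 s after compound.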
RXFP1 agonist: qHTS Assay for Agonists of the Relaxin Receptor RXFP1; Potency, µM (series often up to 57.5 µM), for the others: top-dose activation, actives largely listed as activators; HEK293T-RXFP1 cAMP TR-FRET, 30 min; response scale: percent of porcine relaxin response, buffer zero; Relaxin receptor 1 (Homo sapiens), Q9HBX9; hit rate 0.3% among 370,000; note: potency is the fitted concentration of half-maximal effect; % is set by controls: 0 for no effect and ±100 for the full control effect; nearly all actives have a fitted effect of over 60% in size; many of its hits are not listed in these tables
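cAMP rise read by TR-FRET after 30 min, 37C compound exposure (up to 58 uM) in RXFP1-transfected HEK293 cells with Ro 20174 present. EC50 from Hill-equation fits, with 29 nM porcine relaxin as 100% and buffer as basal.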
D1 ag: Allosteric Agonists of the Human D1 Dopamine Receptor: qHTS; D(1A) dopamine receptor (Homo sapiens), P21728; HEK293 T-REx D1 cells, calcium flux, agonist mode; activation, % at 2 µM; hit rate 1% among 360,000; in the data active = activation above about 30%; note: 0% is about no effect
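Tetracycline-induced HEK293 TREx D1 cells, force-coupled to calcium signalling, were dye-loaded with a no-wash calcium kit. Compound was pin-added after a 10 s baseline. Fluorescence was read kinetically at 1 cycle/s for 180 s, with calcium rises flagged as agonism.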
LDHA block: qHTS assay for inhibitors of human lactate dehydrogenase; L-lactate dehydrogenase A chain (Homo sapiens), P00338; purified LDHA, NADH/diaphorase-resazurin fluorescence; active compounds read low; activity change, % (values are at about 110 or 230 µM); hit rate 0.15% among 480,000; AID 1347041, 2019; in the data active = activity change below about -30%; inconclusive = mostly about -25% to -30%;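 note: plate controls were DMSO wells for no effect and wells without enzyme for full effect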
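Remaining NADH was detected by diaphorase (0.133 mg/mL) converting 37 µM resazurin to fluorescent resorufin, read at 0 and 20 minutes. The preceding 5-minute room-temperature reaction used 2 nM LDHA, 0.2 mM sodium pyruvate and 0.06 mM NADH at pH 7.4.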
D1 PAM: Potentiators of Human D1 Dopamine Receptor: qHTS; D(1A) dopamine receptor (Homo sapiens), P21728; HEK293 TREx D1 cells, calcium flux, dopamine EC20 potentiation; potentiation, % at 10 µM; hit rate 0.036% among 360,000; AID 504651, 2011; in the data active = potentiation above about 30%; note: 0% is about no effect
* marks the source's active call; other numbers are inactive results; u = inconclusive; x = no result given; & = joins results of further samples. Unless noted, calls come from the whole dose curve; as a rule, active = well fitted curve in the direction sought with a large enough effect; inconclusive = small, poorly fitted or top-dose-only effect, or another doubt; inactive = no such curve, though single readings can be large; an effect the other way counts as inactive or inconclusive. Only part of the results is shown. The share of hits here may be higher or lower than overall.

SMILES | Vif-APOBEC3F blk | D2 potentiator | Vif-A3G inh | GRP78 ERSR act | D1 antagonist | RXFP1 agonist | D1 ag | LDHA block | D1 PAM
COc1ccccc1-c1c(C)oc2cc(OCC(=O)OCc3ccccc3)ccc2c1=O | -2% | -7 | -1% | -8% | -10 | 2.4% | 5 | 1 | -2
CC(C)CNC(=S)N(Cc1ccco1)Cc1cc2cc3c(cc2[nH]c1=O)OCCO3 | -19% | -3 | u | -4% | 2 | 1.9% | -1 | -3 | -2
Cn1c(=O)c2cn(Cc3ccc(Cl)cc3)cc2n(C)c1=O | -5% | -5 | -6% | -1% | 5 | 1.1% | 2 | -8 | 13
NCCCC[C@H](N)c1nnc([C@H](CCC(=O)O)NC(=O)C2CCNCC2)o1 | 3% | -4 | -1% | 0% | -4 | 1.2% | -3 | -1 | -2
O=C(COc1cccc(-n2cnnn2)c1)NC1CCCCC1 | 0% | 0 | 2% | 1% | -8 | 1.1% | 1 | -12 | 0
COc1ccc(S(=O)(=O)NCc2ccc(C)cc2)cc1 | 5% | -9 | -7% | -3% | -1 | 0.0% | -1 | -1 | -4
Cc1csc(CNc2ncnc3ccc(-c4ccco4)cc23)c1 | x | x | x | x | -39* | 0.5% | -1 | x | -9
COc1cc(NC(=O)c2cc(C3CC3)nc3c2c(C)nn3-c2ccccc2)cc(OC)c1 | -28% | -4 | 4% | -2% | 0 | 1.4% | 7 | -8 | -2
Cc1ccc(C(=O)NCCc2nnc(SCC(=O)Nc3nc(-c4ccccc4)cs3)n2C)cc1 | -11% | -3 | 2% | 6% | 3 | 2.0% | 1 | -4 | -7
Cc1cc(=O)n2nc(-c3ccccc3)sc2c1C#N | 2% | 13 | 1% | 2% | -7 | u | 0 | -4 | 0
O=C(Nc1ccc2c(c1)CCC2)c1ccc(Cl)nc1 | 5% | -20 | -1% | 2% | -8 | 0.7% | 2 | -9 | 0
Cc1cc(C)c2nc(SCC(=O)Nc3ccc(S(=O)(=O)N4CCCC4)cc3)c(C)cc2c1 | 1% | -11 | -2% | 1% | 7 | 1.6% | 6 | 0 | -6
CCC(C(=O)NCCc1ccc(OC)c(OC)c1OC)n1nc(C)c2sc3ccccc3c2c1=O (centres undefined) | -2% | 0 | 1% | -1% | 3 | 9.6% | 3 | 2 | -1
CSc1nc(C(=O)N2CCCC(C(=O)c3ccc(Cl)cc3)C2)cs1 (centres undefined) | -15% | 13 | -1% | 0% | -15 | 1.0% | 3 | -2 | 0
Cc1ccc(S(=O)(=O)CCC(=O)OCC(=O)Nc2sccc2C#N)cc1 | -13% | x | 0% | -3% | x | x | x | 2 | x

Filtered by structure: those above containing two or more sulfur atoms (4)
SMILES | Vif-APOBEC3F blk | D2 potentiator | Vif-A3G inh | GRP78 ERSR act | D1 antagonist | RXFP1 agonist | D1 ag | LDHA block | D1 PAM
Cc1ccc(C(=O)NCCc2nnc(SCC(=O)Nc3nc(-c4ccccc4)cs3)n2C)cc1 | -11% | -3 | 2% | 6% | 3 | 2.0% | 1 | -4 | -7
Cc1cc(C)c2nc(SCC(=O)Nc3ccc(S(=O)(=O)N4CCCC4)cc3)c(C)cc2c1 | 1% | -11 | -2% | 1% | 7 | 1.6% | 6 | 0 | -6
CSc1nc(C(=O)N2CCCC(C(=O)c3ccc(Cl)cc3)C2)cs1 (centres undefined) | -15% | 13 | -1% | 0% | -15 | 1.0% | 3 | -2 | 0
Cc1ccc(S(=O)(=O)CCC(=O)OCC(=O)Nc2sccc2C#N)cc1 | -13% | x | 0% | -3% | x | x | x | 2 | x

An excerpt from above in order of length of the SMILES, rising.
SMILES | Vif-APOBEC3F blk | D2 potentiator | Vif-A3G inh | GRP78 ERSR act | D1 antagonist | RXFP1 agonist | D1 ag | LDHA block | D1 PAM
COc1ccc(S(=O)(=O)NCc2ccc(C)cc2)cc1 | 5% | -9 | -7% | -3% | -1 | 0.0% | -1 | -1 | -4
Cc1ccc(S(=O)(=O)CCC(=O)OCC(=O)Nc2sccc2C#N)cc1 | -13% | x | 0% | -3% | x | x | x | 2 | x
NCCCC[C@H](N)c1nnc([C@H](CCC(=O)O)NC(=O)C2CCNCC2)o1 | 3% | -4 | -1% | 0% | -4 | 1.2% | -3 | -1 | -2

Carrying on.
SMILES | Vif-APOBEC3F blk | D2 potentiator | Vif-A3G inh | GRP78 ERSR act | D1 antagonist | RXFP1 agonist | D1 ag | LDHA block | D1 PAM
Cc1ccc2nc3c(cc2c1)c(NC(=O)c1cccnc1)nn3C | 0% | 5 | -8% | -1% | 9 | 0.1% | 1 | 14 | 0
CC(Oc1ccc(Br)cc1)C(=O)NCC(C)(C)N1CCOCC1 (centres undefined) | 6% | 10 | 0% | -5% | -19 | 0.1% | 6 | -2 | -6
O=c1c(Cc2ccccc2)c(O)ccn1Cc1ccco1 | 4% | -1 | -5% | -6% | x | 0.5% | 0 | -1 | 3
CCOC(=O)c1ccc(CNC(=O)Cn2nnc(-c3ccccc3F)n2)o1 | -9% | 0 | -7% | -4% | -17 | -0.9% | 8 | -4 | 1
Cc1cc(C)c(C#N)c(SCc2[nH]nc3c2C(c2ccc(F)cc2)C(C#N)=C(N)O3)n1 (centres undefined) | 5% | 0 | -1% | -6% | -4 | -0.3% | 1 | -4 | 5
Cc1nn(-c2ccc(F)cc2)c(-n2cccc2)c1C(=O)N1CCN(C(=O)c2ccco2)CC1 | -2% | -18 | 2% | -5% | -20 | 2.2% | 4 | 1 | 0
COC(=O)CSC1=C(C#N)C(c2cccc(OC)c2)CC(=O)N1 (centres undefined) | -1% | 20 | -18% | -3% | -42* | 3.9% | 4 | 3 | x
O=C1c2ccccc2NC(c2ccc(-c3cccc([N+](=O)[O-])c3)o2)N1O (centres undefined) | -15% | 12 | -13% | 0% | 4 | 1.6% | -1 | -21 | -4
Cc1ccc(S(=O)(=O)N2CCN(C(=O)COC(=O)CNC(=O)c3ccccc3)CC2)c(C)c1 | -27% | 2 | 2% | -5% | -8 | 0.1% | 3 | -2 | -3
CC(NC(=O)Cn1c(NCCO)nc2ccccc21)C1CC2CCC1C2 (centres undefined) | 3% | 1 | 0% | -1% | 11 | -1.8% | 2 | -3 | -2
CC(C)c1ccc(N(CCc2ccccn2)C(=O)C(C)(C)C)cc1 | 3% | x | 0% | -1% | x | x | x | 1 | x
Cn1c(=O)n(C)c(=O)n(CC(=O)N2CCCCC2)c1=O | -11% | 0 | 1% | 0% | 5 | 0.4% | 3 | -3 | -9
CCc1ccc(Nc2ncc3c(n2)CC(C)CC3=O)cc1 (centres undefined) | 2% | 2 | 0% | 12% | 3 | 0.2% | 0 | 0 | -5
O=C(O)c1cc(N2C(=O)CCC2=O)ccc1NCc1cccnc1 | 3% | 7 | -1% | 5% | 6 | 6.6% | 1 | 2 | 0
Cc1cc(C)nc(NS(=O)(=O)c2ccc(NC(=O)c3ccccc3[N+](=O)[O-])cc2)n1 | 2% | x | -2% | -4% | -6 | 2.2% | 0 | -12 | -5
O=C(COC(=O)c1cc(S(=O)(=O)N2CCOCC2)ccc1F)NCc1ccc2c(c1)OCO2 | -1% | x | 5% | -4% | x | x | x | -6 | x
CCOC(=O)C1CCCN(C(=O)Cn2c(=O)c3cccn3c3cccnc32)C1 (centres undefined) | -4% | -6 | 3% | -4% | -1 | 7.2% | 2 | -3 | 6
S=C(NC1CC2CCC1C2)N1CCN(c2cccc(Cl)c2)CC1 (centres undefined) | -13% | 7 | 3% | -2% | -7 | 0.6% | -3 | -8 | 2
Nc1c(Cl)cc2c(c1Br)Cc1ccccc1-2 | -5% | x | -1% | -3% | x | x | x | -8 | x
Cc1cc(C)cc(N/C(N)=N/c2nc(C)cc(C)n2)c1 | -4% | -9 | -13% | -3% | -28 | -0.5% | 25 | -1&-6 | -15
O=C(Nc1nc(-c2ccc3c(c2)OCO3)cs1)C1COc2ccccc2O1 (centres undefined) | 6% | -6 | 3% | 6% | 5 | -0.2% | 4 | -10 | -2
C[C@@H]1CN([C@H](C)CO)C(=O)CCCn2nncc2CO[C@H]1CN(C)C(=O)OCc1ccccc1 | -1% | x | 5% | -2% | x | x | x | -1 | x
COc1ccc(-n2nnc3c(SCC(=O)N4CCCc5ccccc54)ncnc32)cc1 | 4% | x | 6% | -2% | x | x | x | -3 | x
COc1cc(OC)nc(Oc2cccc(Cl)c2C)n1 | 9% | x | 1% | -2% | x | x | x | -8 | x
COC(=O)N1[C@H](C)C=C[C@]1(Cc1ccccc1)C(=O)OC | -2% | x | -1% | -1% | x | x | x | 5 | x
O=C(O)C1CCCCC1C(=O)Nc1nc(-c2ccc(Cl)s2)cs1 (centres undefined) | -21% | -1 | -9% | 1% | -5 | 1.0% | 2 | -7 | 14
CCc1cc(CNC(=O)c2cc(COc3ccc(C)nc3)on2)on1 | 6% | 1 | -2% | 4% | -7 | -0.6% | 2 | -3 | -4
CCOC(=O)C1=CC[C@@H](c2ccco2)N(S(=O)(=O)c2ccc(C)cc2)[C@H]1C(=O)OCC | -5% | -9 | -1% | 1% | x | -0.6% | 4 | -2 | -1
COc1cc(/C=C/C(=O)O)cc(S(=O)(=O)N(C)CCO)c1OC | 1% | -1 | 2% | 1% | 2 | 2.4% | 4 | 0 | -4
S=C(NCc1ccccc1)NC1CCCc2ccccc21 (centres undefined) | 0% | x | -2% | -3% | x | 1.7% | 4 | -5 | -8
COc1cccc(-c2nc3c(c(SCc4ccccc4Cl)n2)Cc2c(CO)cnc(C)c2O3)c1 | 5% | 1 | 2% | 0% | 9 | -1.2% | 0 | 0 | -6
